Myeloid diff 2: promotes myeloid progenitor differentiation; ER-HoxA9 myeloid progenitors, lysozyme-GFP differentiation, flow cytometry; calls only at 10 µM; 360,000 tested, 1% active; AID 624256;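 active means normalized GFP-positive differentiation at or above the plate's own cutoff, the solvent-only control mean plus 3 SD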;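 further: cells exposed to compound for four days before flow analysis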
Salmonella PhoP GFP: inhibitors of PhoP regulon expression, primary screen, Salmonella Typhimurium, GFP reporter (AID 1863). S. Typhimurium PhoP-regulated promoter GFP reporter, 4 h; higher % means a stronger effect. inhibition, % at 50 µM, or IC50 in µM where a hit was titrated. 300,000 tested, 0.16% active;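 active means inhibition over 29.93%, a cutoff 3 SD above the screen mean, later confirmed by dose response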;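 further: 0% = low Mg2+ inducing control and 100% = high Mg2+ repressing control; strong numbers were not always called active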
Siah-1 displacement: Siah-1 peptide-binding antagonists, primary screen, biochemical, fluorescence polarization, rhodamine-plectin, uHTS (AID 1817); Siah-1 / rhodamine-plectin peptide fluorescence polarization; higher % means a stronger effect; 290,000 tested, 0.02% active; displacement, % at 20 µM; hits with a dose series show IC50 in µM;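 active means displacement of at least 50% at 20 µM, with a fluorescence ratio check between 0.3 and a set limit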;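 further: plate controls were Siah plus tracer with DMSO for no effect and tracer alone without Siah for full effect; strong numbers were not always called active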
NOD1 inhibition: NOD1 signaling inhibitors, primary screen, cell-based, luminescence, uHTS (AID 1578). 290,000 tested, 1% active. NOD1-driven NF-kB luciferase reporter cells, luminescence; higher % means a stronger effect. inhibition, % at 4 µM, or EC50 in µM where a hit was titrated; in the data active means inhibition mostly above about 36%, no sharp cut-off; inactive means mostly below about 34%;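 further: HEK-293T reporter cells stimulated with the NOD1 agonist gamma-tri-DAP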
HIV peptide binding: inhibitors of HIV fusion peptide binding, primary screen, biochemical, uHTS, fluorescence dequenching (AID 1986); cell-free peptide binding, fluorescence dequenching, 30 min; higher % means a stronger effect; one-dose inhibition, % at 20 µM; IC50 in µM for titrated hits; 290,000 tested, 0.3% active; in the data active means inhibition mostly above about 52%, no sharp cut-off; inactive means mostly below about 76%; further: some results filed as inactive read as strong as hits
LYP inhibition: PTPN22 lymphoid phosphatase activity blockers – biochemical, fluorescence intensity, uHTS (AID 1779) | 290,000 tested, 0.054% active | recombinant LYP phosphatase, fluorescence intensity; higher % means a stronger effect | inhibition, % at 11.5 µM, or IC50 in µM where a hit was titrated;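 further: plate controls were vehicle with enzyme for no effect and no enzyme for full effect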
KOR beta-arrestin-1: kappa opioid receptor activators – cell-based, luminescence, uHTS, primary screen (AID 1777) | KOR beta-arrestin recruitment, luminescence; higher % means a stronger effect | activation, % at 10 µM; hits with a dose series show EC50 in µM | 280,000 tested, 0.02% active; in the data active means activation above about 50%, passing the limit was not always enough; further: a part of the inactive calls stands beside numbers as strong as those of hits
KOR beta-arrestin-2: kappa opioid receptor blockers – cell-based, luminescence, uHTS (AID 1778) | KOR beta-arrestin recruitment, luminescence, antagonist mode; higher % means a stronger effect | one-dose inhibition, % at 10 µM; IC50 in µM for titrated hits | 290,000 tested, 0.091% active; further: strong numbers were not always called active
HEK293 NOD2/NF-kB: inhibition of NOD2-driven NF-kB reporter – cell-based, luminescence, uHTS, HEK293 (AID 1566); HEK293 NOD2/NF-kB luciferase reporter, luminescence; higher % means a stronger effect; inhibition, % at 4 µM; hits with a dose series show EC50 in µM; 290,000 tested, 0.63% active; further: many of its hits are not listed in these tables
Myeloid diff 2 GFP+ MAC1+ %: also measured in Myeloid diff 2; calls as there; GFP+ MAC1+ double positive, %; measured here: differentiation confirmed by MAC1 staining
Active calls of the source: *; i = inactive; nt = no result given; + = active, no number; [ ] = another dose, or the depositor's remark. Unless noted, no stated cut-off is given here; in the data, active means inhibition above about 50%; inactive means the rest.

SMILES	Myeloid diff 2	Myeloid diff 2 GFP+ MAC1+ %	Salmonella PhoP GFP	Siah-1 displacement	NOD1 inhibition	HIV peptide binding	LYP inhibition	KOR beta-arrestin-1	KOR beta-arrestin-2	HEK293 NOD2/NF-kB
COc1ccc(OC)c(-n2c(N)c(C(=O)NCC3CCCO3)c3nc4ccccc4nc32)c1 (stereo not drawn)	i	0.5	4.0%	-0.2%	-3.9%	-2.2%	-2.4%	-3.4%	33.3%	22.6%
O=C(CSc1nnc(CSc2nc3ccccc3s2)o1)NC1CCCCC1	i	0.9	-2.1%	0.6%	-12.8%	-2.5%	-1.3%	14.3%	-33.8%	-4.7%
Cc1cc(NC(=O)COc2ccc(C(C)(C)C)cc2)no1	i	0.8	nt	-3.7%	-13.5%	-0.2%	-10.0%	-4.8%	-21.6%	-23.8%
CCCCn1c(CCNC(=O)c2ccco2)nc2ccccc21	i	0.9	2.6%	0.5%	-8.9%	-2.1%	-10.0%	0.2%	12.0%	-1.0%
CC(NCc1cccc(OCc2ccccc2)c1)C(O)c1ccccc1 (stereo not drawn)	i	0.9	1.1%	3.0%	-41.4%	-0.5%	-7.7%	-0.4%	26.7%	-22.5%
CC(=O)NCCNC(=O)CNC(=O)c1ccc(Cl)cc1	i	0.9	16.9%	-0.9%	-23.2%	0.0%	-1.1%	4.2%	-14.1%	11.1%
CCOC(=O)C1=C(CN2CCN(C(=O)c3ccco3)CC2)NC(=O)NC1c1ccc(C)cc1 (stereo not drawn)	i	0.5	-5.8%	7.5%	-22.0%	1.1%	-3.4%	-4.9%	33.3%	5.2%
CCn1nc(NC(=O)c2ccncc2)c2cc3cc(C)ccc3nc21	i	1.3	-7.6%	-11.6%	-34.5%	-3.8%	1.7%	-4.7%	16.3%	0.3%
O=C(COC(=O)C1=COCCO1)Nc1cccc(S(=O)(=O)N2CCOCC2)c1	i	3.1	-4.2%	16.9%	-30.1%	-0.8%	-9.8%	1.9%	6.5%	-4.4%
O=S(=O)(NCc1ccccc1F)NCc1ccccc1F	i	0.4	0.8%	2.4%	-50.2%	-1.9%	-0.2%	-2.2%	-6.3%	10.9%
COc1ccc(C(=O)Oc2ccc3c(c2)OCO3)cc1OC	i	1.5	1.1%	-3.4%	-1.9%	-1.6%	-8.1%	-2.2%	-7.2%	-12.8%
O=C(O)c1ccccc1C(=O)N1CCN(Cc2ccc3c(c2)OCO3)CC1	i	0.1	nt	1.2%	6.7%	-0.4%	-8.4%	-3.8%	29.1%	17.7%
O=C(O)c1ccc(NS(=O)(=O)c2cccc(C(=O)Nc3cccc(C(=O)O)c3)c2)cc1	i	1.2	8.3%	-2.8%	0.0%	3.8%	-6.4%	-4.6%	16.6%	2.2%
O=C(NNS(=O)(=O)c1ccccc1)c1cc2cc3ccccc3nc2s1	i	0.4	9.8%	-3.9%	14.6%	7.5%	-3.4%	-1.5%	-9.7%	5.3%
O=C(c1ccco1)N1CCN(C(=O)C2CC(c3ccc(F)cc3)=NO2)CC1 (stereo not drawn)	+	12.6*	6.3%	7.3%	-14.4%	3.1%	-2.0%	0.3%	-0.6%	3.9%
CCCCn1c(=O)cc(N2CCOCC2)[nH]c1=O	i	2.0	2.2%	-4.6%	-12.7%	1.5%	-0.8%	-4.5%	-6.9%	8.8%
O=C1CC(NNc2ccccc2)C(=O)N1c1ccc(N2CCCCC2)cc1 (stereo not drawn)	i	0.3	-7.4%	-4.2%	-7.0%	-1.8%	-3.8%	2.1%	-38.0%[20 µM]	-7.7%
NNc1nc2ccc(F)cc2s1	i	0.4	28.0%	2.5%	-12.6%	3.5%	-3.3%	9.4%	-23.7%	-13.5%
NNC(=O)C1=NOC(CNc2ncc(C(F)(F)F)cc2Cl)C1 (stereo not drawn)	i	0.9	2.5%	-2.9%	18.5%	1.3%	-5.7%	-3.1%	12.4%	17.5%
Nn1c(SCc2cccc(Cl)c2)nnc1-c1ccncc1	i	0.4	-10.3%	2.6%	7.5%	0.3%	-10.7%	1.9%	-23.1%	-11.7%
CCCc1nnc(SCC(=O)N2CCCC2)n1Cc1ccco1	i	0.1	-1.1%	0.8%	-7.7%	-1.6%	-1.1%	3.3%	-21.1%[20 µM]	-9.4%
CCNc1nc(NC(C)C)nc(N(C#N)Cc2ccccc2)n1	i	0.6	-3.6%	0.1%	-31.4%	-2.0%	-2.8%	4.3%	9.7%	11.4%
CCOc1ccccc1N(CC(=O)N1CCCCCC1)S(=O)(=O)c1ccc(C)cc1	i	1.4	5.9%	-0.7%	-26.4%	-0.8%	-7.9%	5.2%	-29.6%	-4.4%
O=C(NC1CCCC1)c1cc2nc(-c3ccccc3)cc(-c3ccccc3)n2n1	i	0.0	-1.8%	4.9%	-8.6%	-0.2%	3.1%	4.9%	2.8%	9.6%
CCCc1ccc(-c2cc(N)n[nH]2)cc1	i	0.7	-1.3%	-2.3%	-15.9%	-1.4%	-12.9%	4.7%	-19.9%	-33.4%

Entries listed so far that have an aryl methoxy group:
SMILES	Myeloid diff 2	Myeloid diff 2 GFP+ MAC1+ %	Salmonella PhoP GFP	Siah-1 displacement	NOD1 inhibition	HIV peptide binding	LYP inhibition	KOR beta-arrestin-1	KOR beta-arrestin-2	HEK293 NOD2/NF-kB
COc1ccc(OC)c(-n2c(N)c(C(=O)NCC3CCCO3)c3nc4ccccc4nc32)c1 (stereo not drawn)	i	0.5	4.0%	-0.2%	-3.9%	-2.2%	-2.4%	-3.4%	33.3%	22.6%
COc1ccc(C(=O)Oc2ccc3c(c2)OCO3)cc1OC	i	1.5	1.1%	-3.4%	-1.9%	-1.6%	-8.1%	-2.2%	-7.2%	-12.8%

Additional structures
SMILES	Myeloid diff 2	Myeloid diff 2 GFP+ MAC1+ %	Salmonella PhoP GFP	Siah-1 displacement	NOD1 inhibition	HIV peptide binding	LYP inhibition	KOR beta-arrestin-1	KOR beta-arrestin-2	HEK293 NOD2/NF-kB
Cc1noc(NS(=O)(=O)c2ccc(N3Cc4ccccc4C3=O)cc2)c1C	i	0.9	3.7%	0.2%	10.0%	3.0%	-3.4%	-1.5%	-3.2%	-4.3%
CC(C)C(=O)Nc1ccnc(-c2cccnc2)n1	i	1.5	3.1%	0.6%	-6.2%	0.7%	3.6%	0.1%	-39.0%	-14.3%
COc1cccc(C(=O)NCc2ccc3c(c2)OCO3)c1OC	i	0.3	9.2%	-0.4%	-33.0%	-1.0%	-6.6%	-3.1%	-22.9%	-11.9%
Cc1cc(O)c(-c2cc(C(=O)Nc3cccnc3)[nH]n2)cc1C	i	0.5	-2.5%	3.9%	-19.8%	-3.2%	-5.1%	nt	28.3%	-179.3%
O=C(O)c1ccnc(Cl)c1	i	0.2	12.5%	0.5%	-25.3%	-1.6%	-4.3%	7.9%	-4.5%	7.7%
COc1cc(S(=O)(=O)Nc2ccc(Br)cc2)ccc1N	i	0.4	-4.6%	1.3%	2.1%	-2.5%	-0.6%	-1.2%	-32.6%	11.6%
Cc1nn(C(C)C(=O)O)c(C)c1[N+](=O)[O-] (stereo not drawn)	i	0.5	-5.0%	3.1%	-15.4%	3.1%	-7.7%	nt	-36.4%[20 µM]	18.0%
CCOc1cc(NC(=S)N2CCC(C(N)=O)CC2)c(C(=O)OC)cc1OCC	i	0.1	0.5%	-2.5%	-30.6%	-0.7%	-3.3%	-2.2%	-10.0%	-3.1%
COc1ccc2[nH]c(=O)c(CN(CC3CCCO3)C(=O)Nc3ccccc3OC)cc2c1 (stereo not drawn)	nt	nt	18.4%	0.6%	4.7%	-2.2%	-5.9%	-11.5%	-0.2%	18.7%
O=C(CCCOc1ccccc1)N1CCN(S(=O)(=O)c2cccs2)CC1	i	1.0	10.5%	2.5%	-36.7%	2.3%	-8.8%	-0.1%	21.6%	4.4%
CC(C)NC(=O)C1CCN(C2CCN(C(=O)C3=CCCC3)CC2)CC1	i	0.2	8.1%	-1.5%	-29.0%	-1.3%	-7.6%	-5.9%	-18.1%	-2.4%
CC(C)c1ccc(NC(=S)NCc2ccc3c(c2)OCO3)cc1	i	0.3	-8.3%	-0.7%	-42.1%	-0.2%	1.5%	-0.2%	-16.8%	-7.4%
CC(C)C1N(C(=O)N(C)C)CCN1S(=O)(=O)c1ccccc1 (stereo not drawn)	i	0.4	-0.4%	-0.9%	42.2%	0.7%	-8.1%	8.4%	-18.9%	-7.3%
C=CCn1c(=O)[nH]c2nc3cc(N=CN(C)C)c(C)cc3nc2c1=O	i	0.3	-23.1%	17.0%	3.7%	140.0%	-5.6%	-1.3%	-8.4%	21.8%
CC(C)(C)C(=O)Nc1ccccc1C(=O)N1CCCC1	i	0.8	2.1%	3.9%	-31.3%	-1.2%	-6.7%	-0.8%	-17.3%	2.2%
O=C(NC1CCCCCC1)C(=S)NCc1ccccc1	i	0.4	2.5%	1.4%	-52.7%	0.6%	2.7%	-1.5%	-32.9%[20 µM]	-77.9%
Cc1ccc(-c2[nH]c(-c3ccc(C(=O)O)cc3)nc2-c2ccccc2)cc1	i	0.5	2.5%	7.1%	23.8%	61.6%	-45.2%	4.5%	8.4%	32.1%
CC(N)C12CC3CC(C1)CC(C(C)N)(C3)C2 (stereo not drawn)	i	2.1	-3.9%	3.9%	-12.9%	-0.3%	-4.1%	1.0%	39.4%	5.8%
CC(=O)Nc1ccc(S(=O)(=O)NCCS(=O)(=O)N2CCN(c3ccccc3F)CC2)cc1	i	3.2	-8.6%	-5.2%	8.7%	0.1%	-14.4%	-6.5%	-17.0%	33.6%
CCc1ccc(N/C(=N/c2nc(C)cc(C)n2)NC(C)=O)cc1	i	0.9	3.5%	0.7%	-4.6%	-1.2%	-11.7%	1.8%	12.6%	9.4%
CCCn1c(=O)c(Cc2ccccc2)c(O)c2ccccc21	i	0.1	-2.1%	-2.1%	14.8%	-5.3%	-7.7%	-7.6%	-29.1%	6.4%
CCS(=O)(=O)NC(C)C(c1cccs1)N1CCN(c2ccc(OC)cc2)CC1 (stereo not drawn)	i	2.3	-2.3%	0.9%	-23.7%	-2.5%	-3.0%	-3.7%	3.8%	2.7%
COc1ccc(N2CCN(C(=O)CCCSc3nc4ccccc4[nH]3)CC2)cc1	i	0.5	-5.6%	1.5%	-1.5%	0.2%	-9.4%	-2.2%	-2.7%	-3.6%

Entries of single compounds, looked up by structure. Order of values: Myeloid diff 2, Myeloid diff 2 GFP+ MAC1+ %, Salmonella PhoP GFP, Siah-1 displacement, NOD1 inhibition, HIV peptide binding, LYP inhibition, KOR beta-arrestin-1, KOR beta-arrestin-2, HEK293 NOD2/NF-kB
Results for `CCCCn1c(=O)cc(N2CCOCC2)[nH]c1=O` = i, 2.0, 2.2%, -4.6%, -12.7%, 1.5%, -0.8%, -4.5%, -6.9%, 8.8%
Results for `CCNc1nc(NC(C)C)nc(N(C#N)Cc2ccccc2)n1` = i, 0.6, -3.6%, 0.1%, -31.4%, -2.0%, -2.8%, 4.3%, 9.7%, 11.4%
Results for `CC(C)C1N(C(=O)N(C)C)CCN1S(=O)(=O)c1ccccc1` (stereo not drawn) = i, 0.4, -0.4%, -0.9%, 42.2%, 0.7%, -8.1%, 8.4%, -18.9%, -7.3%

Source: PubChem

A portion of the library; rates above refer to the full screens.
